JMJD2A Tudor: qHTS Assay for Inhibitors of JMJD2A-Tudor Domain. Lysine-specific demethylase 4A (Homo sapiens), O75164. AlphaScreen JMJD2A-Tudor / H3K4me3 peptide binding. Potency, µM (series often up to 114 µM), inactives show at the highest dose activity change, negative = inhibition, hits mostly inhibitors. 4.4% of 390,000 active. AID 504339, 2011; further: on the % scale 0 is the no-effect control and ±100 the full control effect; nearly all actives have a fitted effect of over 50% in size
APEX1 inh: qHTS Assay for Inhibitors of the Human Apurinic/apyrimidinic Endonuclease 1 (APE1); recombinant APE1, TAMRA/BHQ-2 abasic DNA cleavage fluorescence; Potency, µM (titrated, usually from 65.8 µM), for the others: top-dose activity change, negative = inhibition, hits mostly inhibitors; 0.35% of 350,000 active; DNA repair nuclease/redox regulator APEX1 (Homo sapiens), P27695; AID 2517, 2012;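 further: plate controls were vehicle for no effect and reference inhibitor for full effect; nearly all actives have a fitted effect of over 55% in size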
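Incision of a quenched TAMRA/BHQ-2 THF abasic-site duplex (50 nM) by 0.75 nM APE1, after 15 min compound preincubation, measured as fluorescence increase over three 60 s reads. Values normalized to buffer, DMSO and NSC13755 control wells.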
POLK inh: qHTS for Inhibitors of Polymerase Kappa; DNA polymerase kappa (Homo sapiens), Q9UBT6; purified Pol kappa, fluorescent DNA synthesis assay, 10 min; Potency, µM (highest dose often 107 µM), inactives show top-dose activity, negative = inhibition, most hits filed as inhibitors; 0.53% of 400,000 active; further: on the % scale 0 is the no-effect control and ±100 the full control effect
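Enzyme at 10 nM met test compounds for 15 min at room temperature. Substrate addition (50 nM final) began the reaction, which was monitored by fluorescence at 0 and 10 min.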
POLH inh: qHTS for Inhibitors of Polymerase Eta. AID 588591, 2011. recombinant Pol eta, fluorescent DNA replication assay. 1.2% of 390,000 active. DNA polymerase eta (Homo sapiens), Q9Y253. Potency, µM (top dose mostly 114 µM), for the others: top-dose activity change, negative = inhibition, most hits filed as inhibitors; further: on the % scale 0 is the no-effect control and ±100 the full control effect
Target sequence (Q9Y253 whole entry, looked up): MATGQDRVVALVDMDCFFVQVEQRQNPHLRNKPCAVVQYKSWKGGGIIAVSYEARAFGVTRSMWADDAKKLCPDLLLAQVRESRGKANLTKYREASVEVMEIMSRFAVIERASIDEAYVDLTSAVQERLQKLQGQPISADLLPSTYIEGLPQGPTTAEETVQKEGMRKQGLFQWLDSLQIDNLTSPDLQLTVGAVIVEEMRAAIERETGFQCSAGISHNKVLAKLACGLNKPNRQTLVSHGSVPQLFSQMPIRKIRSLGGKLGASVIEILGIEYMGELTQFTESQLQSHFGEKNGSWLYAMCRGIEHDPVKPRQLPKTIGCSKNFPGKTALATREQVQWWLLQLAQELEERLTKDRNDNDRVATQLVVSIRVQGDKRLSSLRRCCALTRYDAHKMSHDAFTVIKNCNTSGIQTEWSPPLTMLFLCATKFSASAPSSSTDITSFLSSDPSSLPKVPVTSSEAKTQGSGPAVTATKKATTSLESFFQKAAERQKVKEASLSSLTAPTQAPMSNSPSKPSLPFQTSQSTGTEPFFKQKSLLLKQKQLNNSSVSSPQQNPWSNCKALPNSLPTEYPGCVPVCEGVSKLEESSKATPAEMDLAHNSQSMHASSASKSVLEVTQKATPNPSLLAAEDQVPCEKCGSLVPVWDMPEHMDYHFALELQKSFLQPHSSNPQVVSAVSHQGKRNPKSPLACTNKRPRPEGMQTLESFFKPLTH
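Pol eta (10 nM) was preincubated with compounds for 15 min at room temperature, after which fluorescent replication substrate (50 nM final) was added to start the reaction. Fluorescence was read kinetically at 0 and 10 min.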
POLI inh: qHTS for Inhibitors of Polymerase Iota; 1% of 390,000 active; DNA polymerase iota (Homo sapiens), Q9UNA4; Potency, µM (series often up to 115 µM), for the others: at the top dose activity, negative = inhibition, hits mostly inhibitors; Pol iota fluorescent replication assay, 10 min
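Fluorescent replication assay read twice, at 0 min and 10 min after adding 50 nM (final) substrate. Enzyme (10 nM) and compounds were first incubated 15 min at room temperature; enzyme-free buffer wells were negative controls.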
G9a inh: qHTS Assay for Inhibitors of Histone Lysine Methyltransferase G9a | Histone-lysine N-methyltransferase EHMT2 (Homo sapiens), Q96KQ7 | G9a H3K9 monomethylation, AlphaScreen, 2 h | Potency, µM (highest dose often 102 µM), for inactives: at the highest dose activity, negative = inhibition, usual class: inhibitors | 8.8% of 350,000 active | AID 504332, 2011; further: on the % scale 0 is the no-effect control and ±100 the full control effect; nearly all actives have a fitted effect of over 75% in size
Target sequence (Q96KQ7 913-1193 limits assumed): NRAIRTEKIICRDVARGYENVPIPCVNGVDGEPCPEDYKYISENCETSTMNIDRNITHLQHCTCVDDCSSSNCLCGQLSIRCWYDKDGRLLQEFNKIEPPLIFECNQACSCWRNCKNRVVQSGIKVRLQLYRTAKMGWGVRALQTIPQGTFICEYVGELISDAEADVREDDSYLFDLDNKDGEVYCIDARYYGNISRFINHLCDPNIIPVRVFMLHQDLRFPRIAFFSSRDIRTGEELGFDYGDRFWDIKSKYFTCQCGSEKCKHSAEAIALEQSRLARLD
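Enzyme 20 nM + cpd, 15 min RT; add b-H3K9 pep 500 nM / SAM 20 uM; 2 h RT; anti-H3K9me1 Ab 0.5 ug/mL + SA donor / anti-rabbit acceptor beads 20 ug/mL each, 10 min; AlphaScreen read.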
POLB inh: qHTS Assay for Inhibitors of DNA Polymerase Beta; P06746; Pol beta primer extension/strand displacement, fluorescence kinetic; Potency, µM (top dose mostly 114 µM), without a hit: top-dose activity change, negative = inhibition, most hits filed as inhibitors; 1.3% of 340,000 active; further: on the % scale 0 is the no-effect control and ±100 the full control effect
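Human Pol beta at 10 nM; strand-displacement substrate 50 nM final. Compound exposure 15 min at room temperature before start, reaction 10 min at room temperature.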
BLM inh: qHTS Assay for Inhibitors of Bloom's syndrome helicase (BLM) | RecQ-like DNA helicase BLM (Homo sapiens), P54132 | recombinant BLM DNA unwinding, fluorescence dequenching | Potency, µM (highest dose often 56.1 µM), without a hit: at the top dose activity change, negative = inhibition, usual class: inhibitors | 0.2% of 350,000 active;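 further: plate controls were vehicle for no effect and no enzyme for full effect; nearly all actives have a fitted effect of over 35% in size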
BAZ2B inh: qHTS Assay for Inhibitors of BAZ2B. AID 504333, 2011. AlphaScreen BAZ2B-H3K14Ac peptide displacement. 4.4% of 360,000 active. Potency, µM (titrated, usually from 114 µM), inactives show at the top dose activity change, negative = inhibition, most hits filed as inhibitors. Bromodomain adjacent to zinc finger domain protein 2B (Homo sapiens), Q9UIF8; further: on the % scale 0 is the no-effect control and ±100 the full control effect; nearly all actives have a fitted effect of over 60% in size
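Inhibition is scored as reduced AlphaScreen emission. The BAZ2B/b-H3(5-23)K14Ac complex (50 nM each) in PBS pH 7.4, 0.01% Tween-20 meets compound (up to 110 uM) for 30 min at RT before bead addition.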
An asterisk follows results filed as active; ? = inconclusive; · = no result given; & = joins results of further samples; [ ] = remark or other dose. The call rests on the fitted dose curve; in most records, active means well fitted curve in the direction sought with a large enough effect; inconclusive means small, poorly fitted or top-dose-only effect, or another doubt; inactive means no such curve, though single readings can be large; an effect the other way counts as inactive or inconclusive. Potency means the concentration at half of the fitted maximal effect. Not all compounds are listed; rates above refer to the full screens.

compound,POLK inh,POLB inh,APEX1 inh,POLH inh,BAZ2B inh,POLI inh,JMJD2A Tudor,BLM inh,G9a inh
COc1ccc(NC(=O)CN(C)C(=O)c2cccc(S(=O)(=O)N3CCCc4ccccc43)c2)cc1,-8.8%,·,23.9%,-17.1%,-3.7%,-4.1%,-21.6%,·,-43.8%
CCCCn1c(-c2csc(CCC)c2)n[nH]c1=S,-23.2%,-0.4%,11.8%,0.5%,-3.9%,29.8%,?,7.6%,8.91µM*
Cc1cc2cc(C)c3nnc(SCC(=O)Nc4ccc(S(=O)(=O)N5CCCCC5C)cc4)n3c2cc1C (configuration not stated),-8.7%,2.8%,8.3%,-16.9%,12.7%,12.1%,-5.6%,0.6%,31.8%[59 µM]
CC(C)CN(C(=O)c1ccc2c(c1)OCCO2)c1c(N)n(Cc2ccccc2)c(=O)[nH]c1=O,-12.4%,·,1.8%,-9.2%,-1.1%,0.4%,-4.1%,·,-49.2%[59 µM]
CCC(O)C1CCN(Cc2cn(-c3ccc(OC)cc3)nc2-c2cccc(F)c2)CC1 (configuration not stated),-16.6%,32.6%,14.2%,-9.8%,-0.7%,86.9%[activator],-23.4%,-1.0%,·
CN1CCCC(OC(=O)c2ccc3c(c2)OCCO3)C1 (configuration not stated),-12.0%,22.3%,15.8%,-15.2%,?,22.9%,-8.8%,-14.6%,-27.5%[59 µM]
COc1ccc(OC2CCN(S(=O)(=O)c3ccccc3)CC2)cc1,-8.9%,9.7%,-16.7%,-25.0%,9.6%,29.8%,5.1%,-8.3%,38.3%
COc1cc(NS(=O)(=O)c2ccc(NC(=O)c3ccc([N+](=O)[O-])cc3)cc2)ncn1,-1.6%,37.7%,36.0%,-5.2%,-8.8%,14.2%,-12.4%,-1.9%,0.8%
Cc1cc(C)n(-c2nnc(C)n2/N=C/c2ccccc2O)n1,-5.0%,14.3%,-9.4%,-0.1%,-3.7%,-5.7%,7.94µM*,1.3%,-32.7%[12.7 µM]
CN(O)/C=N/C(=S)Nc1ccc(Cl)cc1Cl,1.8%,-4.2%,-0.8%,-4.3%,?,3.0%,-22.0%,-0.3%,3.55µM*
COc1cccc([C@@H]2CC=C(C(=O)O)[C@H](c3ccc(Cl)cc3)N2S(=O)(=O)c2ccc(C)cc2)c1,-1.7%,·,-13.8%,-18.2%,7.3%,15.5%,-7.0%,·,-4.3%[2.33 µM]
CC(C)CCn1c(=O)c2c(nc3n2CCCN3Cc2ccccc2)n(C)c1=O,-12.6%,-2.5%,40.9%,-13.9%,-37.8%,29.4%,?,-7.9%,?
Cc1nn(C)c(-c2n[nH]c(=S)n2-c2ccccc2)c1Cl,-0.9%,34.6%,1.9%,-20.9%,3.4%,-0.5%,35.5µM*,0.0%,3.16µM*
O=C(Nc1ccccc1)c1ccccc1OS(=O)(=O)c1ccccc1,-4.5%,-17.1%,-7.9%,-5.7%,5.2%,100.9%[activator],-3.4%,-1.6%,22.6%
CC(C)CC(=O)N1CC=CC[C@@H](c2ccc(Cl)cc2)N(Cc2ccc(Cl)cc2)C(=O)[C@@H]1Cc1ccccc1,5.2%,·,·,-3.1%,·,8.2%,-3.6%,·,·
O=C(CCN1C(=O)/C(=C/c2ccc(Cl)cc2)SC1=S)Nc1cccnc1,-11.3%,10.6%,25.7%[12.4 µM],-2.6%,0.8%,-31.3%,-18.9%,-0.5%,14.6%[59 µM]
O=C1CN(C(=O)c2ccc(Cl)nc2)c2ccccc2N1,-15.3%,22.4%,-3.2%,11.3%,-21.3%,64.3%[activator],-10.8%,-1.6%,5.7%
COc1ccc(/C=C2/SC(=O)N(CCNC(=O)CC(NC(C)=O)c3ccccc3)C2=O)cc1 (configuration not stated),-14.6%,1.2%,4.3%,3.7%,-0.2%,17.7%,-20.3%,0.1%,2.2%
COc1ccc(CN(C)C(=O)c2cc(S(=O)(=O)N3CCCCCC3)ccc2OC)cc1OC,-7.2%,9.7%,-3.7%,-7.3%,-4.6%,8.9%,-15.4%,2.5%,·
CCOCCCNC(=O)CCc1nnc2n(CCC(C)C)c(=O)c3ccccc3n12,3.2%,33.8%,31.8%,-2.3%,-8.6%,35.9%[activator],-31.1%,-6.2%,27.3%
N#Cc1ccccc1OCC(=O)NC(=O)NCc1ccccc1,-2.9%,1.7%,-1.2%,-9.7%,·,53.7%[activator],-15.4%,0.2%,-35.8%
CC(C)CC(=O)Nc1ccc(C(=O)CN2C(=O)NC3(CCOc4ccccc43)C2=O)cc1 (configuration not stated),-20.4%,·,-0.1%,-7.1%,8.5%,16.1%,-3.4%,·,-4.7%
COc1ccc(-c2cccc(C3C4C=CCCC4(C)C(=O)N3Cc3ccccc3)c2)cc1 (configuration not stated),-25.4%,·,-4.0%,·,·,10.8%,-22.8%,-8.4%,·
COc1ccc2nc(SCC(=O)NC3CC3)c(C#N)cc2c1,7.9%,9.5%,0.4%,-17.8%,5.2%,23.9%,-9.3%,-2.8%,?
CCCCCCCC/C=C\CCCCCCCCOC[C@H](COP(=O)([O-])OCC[N+](C)(C)C)OC(C)=O,4.4%[19.4 µM],·,-0.6%&24.0%,·,·,·,·,-2.8%,29.2%[59 µM]
O=C(CN1CCN(Cc2ccccc2)CC1)N1CCCCCC1,-13.2%,0.6%,-0.7%,-9.3%,-34.0%,57.3%[activator],-16.2%,-0.9%,-25.0%
O=C(CN(C(=O)c1ccco1)c1cccc(F)c1)NCc1ccc(F)cc1,-6.1%,?,-3.1%,-14.9%,-1.9%,12.8%,-7.6%,-2.0%,-27.2%
COc1ccc(CC(=O)NCCN2CCOCC2)cc1,-17.7%,39.4%,-10.6%,-12.0%,-2.2%,-20.3%,-13.4%,-0.8%,7.4%
OC(CN1CCN(c2ccc(F)cc2)CC1)c1ccc(Cl)cc1 (configuration not stated),-20.9%,9.8%,-0.3%,-25.1%,-3.4%,5.0%,-7.7%,-2.6%,14.2%
CCN(CC)CCCNc1nc(C)cc(COC)c1C#N,-9.2%,25.1%,23.5%,-0.5%,10.2%,118.8%[activator],-11.9%,-0.1%,17.2%
COc1ccc(-c2nnc(SCc3nc4ccccc4s3)n2C(C)C)cc1,7.3%,32.1%,3.4%,1.5%,1.0%,-0.8%,-19.1%,0.3%,-34.0%[12.7 µM]
CCOC(=O)N1CCN(C(=O)C2CCN(S(=O)(=O)c3cc(C)ccc3OC)CC2)CC1,4.0%,-0.1%,0.3%,-6.3%,-10.2%,60.3%[activator],4.9%,0.9%,3.4%
CCN(CC)S(=O)(=O)c1ccc2[nH]c(=O)cc(C(=O)NCC3CCCO3)c2c1 (configuration not stated),0.3%,·,7.4%,-13.0%,12.2%,22.7%,-1.6%,·,1.1%
O=C(CSc1nc2ccccc2c(=O)n1-c1ccccc1F)NC1CCS(=O)(=O)C1 (configuration not stated),3.2%,·,12.6%,-6.6%,9.0%,30.0%,-2.9%,·,-3.3%[2.33 µM]
Cc1ccc(NC(=O)c2ccco2)cc1C,-3.0%,13.0%,-5.2%,-7.3%,?,?,-21.4%[11.4 µM],-1.4%,4.6%[59 µM]
Cc1noc(C)c1-c1nc(NCc2ccccc2)c2ccccc2n1,-3.4%[60.1 µM],·,-4.0%,·,·,·,·,1.6%,13.0%[0.501 µM]
O=C(Nc1nc2ccccc2n1Cc1ccc(Cl)cc1)c1ccco1,-10.4%,41.3%,0.5%,0.2%,1.8%,-14.5%,-5.7%,-1.4%,-1.7%[59 µM]
CCOC(=O)c1ccc(NC(=O)Cn2cc3c(n2)CCC(C)C3)cc1 (configuration not stated),-3.3%,-19.1%,1.9%,0.5%,6.1%,?,-7.9%,2.3%,0.1%[59 µM]
Cc1cc(-c2cccnc2)c(C#N)c(SCC#N)n1,-3.4%,4.2%,13.3%,-11.4%,7.2%,58.2%[activator],-8.4%,-0.9%,5.8%[59 µM]
COCc1cc(C)nc(OCC(=O)N/N=C/c2ccccc2)c1C#N,-5.7%,-0.6%,1.8%,-5.2%,-14.3%,78.8%[activator],1.7%,-10.5%,-24.3%
CCOc1cccc(C(=O)Nc2ccc(-c3nc4cc(C)cc(C)c4o3)cc2)c1,-98.8%,3.4%,·,-7.5%,1.9%,-95.0%,-13.1%,-3.0%,-13.3%[59 µM]
COc1ccc2cc3cc(C(=O)N4CCN(c5cccc(C(F)(F)F)c5)CC4)sc3nc2c1,0.0%,8.9%,·,-11.8%,-1.6%,14.8%,-4.8%,0.6%,-26.7%[59 µM]
O=C(NC1CCCC1)c1ccc2c(=O)n(Cc3ccccc3)c(SCc3ccccc3F)nc2c1,-4.2%[60.1 µM],15.6%,·,-9.6%,1.6%,-5.7%,-11.9%,0.6%,7.7%[59 µM]
CC(Sc1nnc(COc2ccc(Cl)cc2)n1Cc1ccco1)C(=O)N1CCNC1=O (configuration not stated),-31.1%,·,-10.3%,-11.7%,-3.2%,-23.6%,-19.5%,·,-9.9%[12.7 µM]
COc1nccnc1NS(=O)(=O)c1ccc(NC(=O)c2ccccc2Br)cc1,-18.1%,15.3%,-6.2%,-10.2%,-7.8%,35.7%[activator],-16.4%,-0.2%,?

Three structures from above, sorted by SMILES length, falling.
compound,POLK inh,POLB inh,APEX1 inh,POLH inh,BAZ2B inh,POLI inh,JMJD2A Tudor,BLM inh,G9a inh
CC(C)CC(=O)Nc1ccc(C(=O)CN2C(=O)NC3(CCOc4ccccc43)C2=O)cc1 (configuration not stated),-20.4%,·,-0.1%,-7.1%,8.5%,16.1%,-3.4%,·,-4.7%
CCOc1cccc(C(=O)Nc2ccc(-c3nc4cc(C)cc(C)c4o3)cc2)c1,-98.8%,3.4%,·,-7.5%,1.9%,-95.0%,-13.1%,-3.0%,-13.3%[59 µM]
COCc1cc(C)nc(OCC(=O)N/N=C/c2ccccc2)c1C#N,-5.7%,-0.6%,1.8%,-5.2%,-14.3%,78.8%[activator],1.7%,-10.5%,-24.3%
